Bcl-XL Bim block: human Bim-Bcl-XL interaction inhibition; Bim peptide-Bcl-XL binding, bead flow cytometry, fluorescence; inhibition, % at 10 µM; hit rate 0.04% among 190,000; AID 1007; Q07817
Bcl-W Bim block: disrupts Bim peptide binding to human Bcl-W; Q92843; bead-based flow cytometry; inhibition, % at 10 µM; hit rate 0.02% among 190,000; AID 952;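 note: 0% = bound tracer without compound and 100% = peptide blocker; higher means less fluorescent Bim peptide bound to Bcl-W beads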
Target sequence (Q92843 whole entry, looked up): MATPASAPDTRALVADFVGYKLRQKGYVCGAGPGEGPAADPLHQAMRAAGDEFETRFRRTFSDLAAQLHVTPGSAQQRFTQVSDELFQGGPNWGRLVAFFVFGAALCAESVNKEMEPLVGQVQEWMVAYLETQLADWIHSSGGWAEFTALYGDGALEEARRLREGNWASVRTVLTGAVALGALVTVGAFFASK
ABCB1 block: blocks JC-1 efflux by human ABCB1 transporter. hit rate 0.067% among 190,000. CCRF-Adr cells, flow cytometry. P08183. inhibition, % at 6.6 µM; in the data active = inhibition above about 40%;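 note: 0% = vehicle and 100% = reference inhibitor; higher value means more JC-1 retained so stronger ABCB1 efflux block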
Mcl-1 Bim block: disrupts Bim peptide binding to human Mcl-1 | Q07820 | Bead-based flow cytometry, Bim peptide-Mcl-1 binding | inhibition, % at 10 µM | hit rate 0.1% among 190,000 | AID 1009;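 note: 0% = no compound tracer wells and 100% = peptide blocker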
Bcl-2 Bim block: inhibitors of Bim-Bcl-2 interaction, human; Bead-based flow cytometry, Bim peptide-Bcl-2 binding; inhibition, % at 10 µM; hit rate 0.06% among 190,000; in the data active = inhibition above about 40%; inconclusive = no clear call, values can overlap the other calls;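 note: 0% = no compound wells with probe peptide and 100% = reference peptide inhibitor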
Target sequence (P10415 whole entry, looked up): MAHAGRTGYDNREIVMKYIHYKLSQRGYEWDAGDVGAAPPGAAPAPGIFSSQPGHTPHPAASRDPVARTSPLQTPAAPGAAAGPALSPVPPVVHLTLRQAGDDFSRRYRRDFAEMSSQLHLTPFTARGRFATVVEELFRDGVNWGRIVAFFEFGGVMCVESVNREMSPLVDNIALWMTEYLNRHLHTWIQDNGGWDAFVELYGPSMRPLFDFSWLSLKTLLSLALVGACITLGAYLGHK
Bim-Bfl-1: human Bim-Bfl-1 interaction inhibition; Q16548; Bead-based flow cytometry, Bim-Bfl-1 binding inhibition; inhibition, % at 10 µM; hit rate 0.12% among 190,000;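 note: 0% = wells without compound plus tracer and 100% = blocker peptide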
ABCG2 inh: inhibitors of human ABCG2 transporter, ABCB1 counter-screen. Q9UNQ0. IgMXP3 cells, JC-1 efflux, flow cytometry. inhibition, % at 6.6 µM. hit rate 0.1% among 190,000. AID 1325;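 active = inhibition above 80%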;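 note: 0% = DMSO and 100% = nicardipine control wells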
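Incubation: cells with compound and JC-1, 10 min at 25 °C, rotating, no wash / Test system: IgMXP3 (ABCG2) plus far-red-tagged CCRF-Adr (ABCB1) cells / Compound dosing: one concentration, 6.6 µM final / Also added: JC-1 fluorescent substrate / Evaluation: efflux inhibition in percent versus controls / Detection: flow cytometry, 530 nm JC-1 signal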
Bcl-B Bim block: human Bim-Bcl-B interaction inhibition. Q9HD36. bead-based flow cytometry, Bim peptide-Bcl-B binding. inhibition, % at 10 µM. hit rate 0.073% among 190,000. AID 951;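 note: 0% = tracer peptide without compound and 100% = reference inhibitor peptide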
Target sequence (Q9HD36 whole entry, looked up): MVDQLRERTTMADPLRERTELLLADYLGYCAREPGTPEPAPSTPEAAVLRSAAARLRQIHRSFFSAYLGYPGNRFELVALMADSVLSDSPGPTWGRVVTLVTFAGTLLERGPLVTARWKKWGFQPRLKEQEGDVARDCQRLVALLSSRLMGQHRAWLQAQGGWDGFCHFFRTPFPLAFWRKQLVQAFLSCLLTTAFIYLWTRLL
RGS4-Gao reg: human RGS4-Galphao interaction regulation; hit rate 0.33% among 220,000; AID 1415; Multiplexed bead flow cytometry, RGS4-Galphao binding; actives lie on both sides; binding response (% of control), % at 10 µM; P09471; in the data active = binding response below about 49% or above about 150%; inactive = in between;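 note: fluorescent Galphao activated with aluminum fluoride binding bead-coupled RGS4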
Target sequence (P09471 whole entry, looked up): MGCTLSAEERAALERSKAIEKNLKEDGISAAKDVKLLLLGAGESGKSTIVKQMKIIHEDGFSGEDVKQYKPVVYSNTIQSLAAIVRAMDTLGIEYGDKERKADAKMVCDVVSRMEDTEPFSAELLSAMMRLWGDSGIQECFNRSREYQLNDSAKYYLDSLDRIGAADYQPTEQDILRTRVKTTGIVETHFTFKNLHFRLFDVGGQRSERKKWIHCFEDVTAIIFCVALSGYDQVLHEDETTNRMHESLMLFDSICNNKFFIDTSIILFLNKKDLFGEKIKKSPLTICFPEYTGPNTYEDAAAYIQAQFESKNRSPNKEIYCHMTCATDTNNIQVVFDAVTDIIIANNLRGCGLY
RGS8-Gao: regulators of human RGS8-Galphao interaction; hit rate 0.34% among 220,000; P09471; response (percent of control binding), % at 10 µM; multiplexed bead flow cytometry, RGS8-Galphao binding; actives lie on both sides; in the data active = response below about 60% or above about 140%; inactive = in between;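 note: Galphao activated as the GDP aluminium fluoride complex binding bead-coupled RGS8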
RGS7-Gao reg: modulates binding of RGS7 to human Galphao. hit rate 0.35% among 220,000. P09471. Multiplexed bead flow cytometry; actives lie on both sides. binding response (% of control), % at 10 µM; in the data active = binding response below about 49% or above about 150%; inconclusive = no clear call, values can overlap the other calls; inactive = in between;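 note: fluorescent Galphao held in activated GDP-AlF4 state binding bead-coupled RGS7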
* marks the source's active call; other numbers are inactive results; ? = inconclusive. Cut-off read from the data, not from the text of the source, unless noted: active = inhibition above about 40%. This is a random part of the collection (roughly 0.94% active in at least one column).

SMILES	Bcl-XL Bim block	Bcl-W Bim block	ABCB1 block	Mcl-1 Bim block	Bcl-2 Bim block	Bim-Bfl-1	ABCG2 inh	Bcl-B Bim block	RGS4-Gao reg	RGS8-Gao	RGS7-Gao reg
CCN(CC)CCCNC(=O)N[C@@H](Cc1ccccc1)C(=O)O	-7.0	0.0	0.2	-1.0	-7.0	-12.0	1.0	-8.0	100.0	97.2	111.9
CCN(CC)S(=O)(=O)c1cccc(NC(=O)COC(=O)/C=C/c2ccco2)c1	0.0	-1.0	0.0	-6.0	0.0	1.0	6.3	-7.0	97.0	101.1	91.2
O=S(=O)(c1ccc2ccccc2c1)N(CC1CO1)c1ccccc1 (stereo not drawn)	0.0	0.0	2.3	-1.0	-3.0	-4.0	22.1	-3.0	101.3	103.9	104.1
CC(C)CC(=O)Nc1ccc(-c2nnn(CC(=O)NCc3ccco3)n2)cc1	-2.0	-1.0	-0.4	-2.0	-3.0	-5.0	1.5	-3.0	96.8	98.8	95.1
Cc1cnc(NC(=O)CSc2nnc(N)s2)s1	-3.0	-2.0	0.8	0.0	1.0	-7.0	1.1	-2.0	99.6	104.2	102.3
COc1ccc(-c2nc3n(n2)C(c2cccnc2)C(C(N)=O)=C(C)N3)cc1 (stereo not drawn)	-4.0	-4.0	-0.2	-3.0	-5.0	-6.0	-1.3	-6.0	101.0	100.5	99.5
O=C(Nc1ccc(Cl)cn1)C1CCCN1S(=O)(=O)c1ccccc1 (stereo not drawn)	-3.0	-1.0	4.5	-6.0	0.0	-3.0	26.2	-2.0	109.5	91.0	111.1
Cc1cc(C)n2cc(CSc3ncccc3C(=O)O)nc2n1	-2.0	0.0	0.1	-1.0	-2.0	-3.0	3.7	0.0	101.1	99.8	101.4
O=C(O)c1ccc2nc(CO)[nH]c2c1	-5.0	3.0	0.1	0.0	-4.0	-10.0	0.6	-6.0	95.5	98.3	97.7
Cc1ccccc1Cn1nc(C)c(NC(=O)c2nc3n(n2)C(C(F)F)CC(C)N3)c1C (stereo not drawn)	-5.0	0.0	0.2	-2.0	-5.0	-8.0	6.2	-6.0	137.0	133.2	139.2
C/C(=N/NS(=O)(=O)c1ccccc1)c1ccc(Cl)cc1	0.0	0.0	0.6	0.0	-1.0	0.0	4.3	0.0	103.8	93.0	103.6
CC1=NNC(=O)C1CC(=O)N/N=C(\C)c1cccs1 (stereo not drawn)	-3.0	-3.0	-0.6	0.0	-3.0	-3.0	10.2	-4.0	91.0	94.7	89.4
O=Cc1ccc(N2CCCCC2)cc1	-4.0	-1.0	0.5	-1.0	-1.0	-4.0	5.5	-5.0	102.7	101.0	101.2
COc1cc(OC)cc(C(=O)Nc2nnc(-c3cccnc3)o2)c1	-1.0	1.0	0.0	0.0	-4.0	-4.0	0.0	-3.0	100.5	101.8	101.6
Cc1c(C=O)c2ccccc2n1CC(=O)NCc1ccccc1	0.0	0.0	0.5	1.0	0.0	4.0	0.2	3.0	102.1	103.9	106.0
CCC(C)NC(=O)C1CCC(=O)N(c2cc(OC)c(OC)c(OC)c2)C1c1ccc(OC)cc1 (stereo not drawn)	-1.0	1.0	0.4	-2.0	2.0	-2.0	4.7	0.0	87.4	78.2	88.3
CCO[C@@H]1OC(C(=O)N2CCN(Cc3ccc4c(c3)OCO4)CC2)=C[C@H](c2ccc3c(c2)OCO3)[C@H]1CCCO	-1.0	-2.0	3.9	-5.0	-3.0	-5.0	1.4	-3.0	105.0	97.6	103.7
OC(CNCc1cccc(Cl)c1)c1ccccc1 (stereo not drawn)	-1.0	-2.0	0.5	2.0	0.0	-5.0	-0.3	0.0	98.2	95.8	?
O=S(=O)(c1ccccc1Br)N1CCC(O)(c2cccnc2)CC1	1.0	3.0	1.2	4.0	3.0	4.0	4.1	4.0	107.0	113.2	108.1
Cc1cccc(C)c1N(CC(=O)Nc1cccc(N(C)S(C)(=O)=O)c1)S(C)(=O)=O	-1.0	1.0	0.0	0.0	-1.0	-9.0	0.1	-5.0	92.7	95.3	96.2

Quoted from the listing:
ABCB1 block, `Cc1c(C=O)c2ccccc2n1CC(=O)NCc1ccccc1` : 0.5
Bcl-W Bim block, `Cc1cc(C)n2cc(CSc3ncccc3C(=O)O)nc2n1` : 0.0
RGS8-Gao, `Cc1cccc(C)c1N(CC(=O)Nc1cccc(N(C)S(C)(=O)=O)c1)S(C)(=O)=O` : 95.3

Reprinted at random: four compounds from above, in no set order.
SMILES	Bcl-XL Bim block	Bcl-W Bim block	ABCB1 block	Mcl-1 Bim block	Bcl-2 Bim block	Bim-Bfl-1	ABCG2 inh	Bcl-B Bim block	RGS4-Gao reg	RGS8-Gao	RGS7-Gao reg
O=C(O)c1ccc2nc(CO)[nH]c2c1	-5.0	3.0	0.1	0.0	-4.0	-10.0	0.6	-6.0	95.5	98.3	97.7
Cc1cc(C)n2cc(CSc3ncccc3C(=O)O)nc2n1	-2.0	0.0	0.1	-1.0	-2.0	-3.0	3.7	0.0	101.1	99.8	101.4
O=Cc1ccc(N2CCCCC2)cc1	-4.0	-1.0	0.5	-1.0	-1.0	-4.0	5.5	-5.0	102.7	101.0	101.2
Cc1c(C=O)c2ccccc2n1CC(=O)NCc1ccccc1	0.0	0.0	0.5	1.0	0.0	4.0	0.2	3.0	102.1	103.9	106.0

Carrying on.
SMILES	Bcl-XL Bim block	Bcl-W Bim block	ABCB1 block	Mcl-1 Bim block	Bcl-2 Bim block	Bim-Bfl-1	ABCG2 inh	Bcl-B Bim block	RGS4-Gao reg	RGS8-Gao	RGS7-Gao reg
Cc1cc(C(=O)COC(=O)CN(C)S(=O)(=O)c2ccc(Cl)cc2)c(C)n1Cc1cccs1	-5.0	-4.0	-0.2	-5.0	-8.0	-5.0	-0.3	-7.0	103.6	103.6	101.1
Cc1nn(-c2ccccc2)c(N2CCCC2)c1/C=N/O	-6.0	0.0	0.6	-2.0	-13.0	-13.0	4.2	-12.0	100.5	101.5	101.4
Cc1ccc(C(=O)Nc2cccc([N+](=O)[O-])c2)cc1S(=O)(=O)Nc1ccc(NC(=O)c2ccccc2)cc1	-6.0	-1.0	-1.8	0.0	-6.0	-11.0	-12.8	-5.0	99.7	101.1	101.1
Fc1ccc(NCc2nnc(SCc3nnc(-c4ccccc4)o3)n2CC2CCCO2)cc1 (stereo not drawn)	4.0	0.0	0.5	-3.0	-9.0	-14.0	3.9	-13.0	99.4	102.2	98.5
Cc1cc(C)n2nc(/C(C#N)=C/c3ccccn3)c(C#N)c2n1	0.0	-3.0	0.1	0.0	0.0	-1.0	0.9	-1.0	101.9	102.5	101.7
Cc1ccc(CNC(=O)c2ccc(Br)o2)cc1	0.0	0.0	-0.1	0.0	-9.0	-12.0	-0.2	-8.0	102.3	102.0	100.0
CCOC(=O)COc1ccc(S(=O)(=O)Nc2ccc3c(c2)OCO3)cc1	-1.0	-1.0	0.4	-3.0	-3.0	-1.0	2.0	-6.0	87.6	92.6	89.1
CCC(=O)c1ccc(OCc2ccc(C(=O)c3ccccc3)cc2)cc1	-1.0	0.0	0.1	0.0	1.0	-5.0	4.0	-2.0	97.9	98.2	?
CC(=O)/C(=C/c1ccccc1)C(=O)Nc1ccccc1C	0.0	0.0	0.1	-1.0	-1.0	3.0	0.1	0.0	100.3	98.0	98.3
O=C(Cn1cnc2c(cnn2-c2ccc(F)cc2)c1=O)N1CCCc2ccccc21	-5.0	-3.0	0.5	-2.0	7.0	-6.0	0.7	-3.0	119.5	101.0	112.1
CC12CCC(C(=O)NCCCn3ccnc3)(OC1=O)C2(C)C (stereo not drawn)	-13.0	0.0	0.1	0.0	-7.0	-11.0	0.4	-7.0	100.6	98.8	96.9
O=C(CCCc1nc2ccccc2s1)Nc1nccs1	-2.0	2.0	-5.2	-2.0	-7.0	0.0	-3.7	-16.0	98.7	94.7	101.6
CC1CCCCC1NC(=O)c1ccc(CNc2c(N3CCCC3)c(=O)c2=O)cc1 (stereo not drawn)	-2.0	0.0	0.2	2.0	10.0	-9.0	1.1	-6.0	89.0	94.1	91.3
CCOCC(=O)Nc1ccc([N+](=O)[O-])cc1Cl	0.0	1.0	-0.1	-1.0	-2.0	-2.0	3.5	2.0	98.9	102.4	98.7
O=C(NN1C(=O)C2CC=C(Cl)CC2C1=O)c1ccncc1 (stereo not drawn)	-2.0	0.0	-0.1	-2.0	-4.0	-6.0	-0.3	-2.0	102.7	104.1	98.2
CC(C)(C)OC(=O)NNC(=S)NCc1ccc(Cl)cc1	0.0	0.0	0.7	0.0	-1.0	3.0	3.5	-15.0	94.2	96.0	96.3
CC1CCC2(CC1)NC(=O)N(CC(=O)Nc1ccccc1-c1ccccc1)C2=O (stereo not drawn)	-3.0	-1.0	0.2	-2.0	-6.0	-8.0	-1.1	-3.0	99.5	97.2	98.8
Cc1cc(S(=O)(=O)N2CCN(c3ccccc3C)CC2)ccc1F	-9.0	1.0	0.1	-2.0	-6.0	-16.0	0.3	-8.0	101.8	104.1	102.4
Cc1nn(CC(=O)N(C)Cc2ccc(F)cc2)c(C)c1[N+](=O)[O-]	6.0	5.0	12.4	3.0	3.0	10.0	30.7	6.0	90.7	81.6	86.7
S=c1nc(-c2ccccc2Br)[nH][nH]1	-6.0	-2.0	-0.3	-4.0	-1.0	0.0	-1.1	-10.0	96.0	100.2	102.4
CCCC(C(=O)NC1CCCC1)N(CC1CCCO1)C(=O)c1snc(C(N)=O)c1N (stereo not drawn)	-7.0	-6.0	1.8	-8.0	-5.0	-5.0	3.3	-1.0	100.6	96.5	99.6
Cc1ccc(NC(=O)CN(C)C(=O)CCOc2cccc(C)c2)cc1	-6.0	-2.0	1.0	-4.0	-8.0	-18.0	29.7	-11.0	98.2	99.0	96.1
CC1CCC(N2CCNCC2)CC1 (stereo not drawn)	-4.0	-3.0	-0.2	-2.0	-4.0	-8.0	-0.3	-1.0	101.5	100.7	104.3
c1csc(C(c2nnnn2C2CCCCC2)N2CCCC3(CCCCC3)C2)c1 (stereo not drawn)	-6.0	-6.0	0.0	-7.0	-7.0	-5.0	1.2	-10.0	110.1	105.8	107.2
COC(=O)c1ccccc1NC(=O)c1ccc(COc2cccc3ccccc23)o1	-2.0	4.0	0.1	1.0	-5.0	-5.0	1.9	-6.0	99.4	101.6	95.5
CCOC(=O)N1CCN(C(=O)C2CCN(S(=O)(=O)c3ccccc3)CC2)CC1	-7.0	3.0	0.1	2.0	-3.0	-5.0	0.0	1.0	101.8	99.0	97.8
CC(C)NC(=O)CCNC(=O)c1ccc(F)cc1	-1.0	-1.0	0.0	-2.0	1.0	-2.0	0.1	-7.0	96.0	101.7	96.6
CCOC(=O)/C=c1\sc2n(c1=O)CCN=2	-5.0	-4.0	0.3	-1.0	-7.0	-2.0	3.1	-15.0	102.8	103.1	99.3
Cc1cccc(N=C2NC(=O)c3cc([N+](=O)[O-])ccc32)c1	-1.0	-1.0	-0.3	1.0	0.0	-1.0	-0.9	0.0	91.8	96.3	97.6
CCOC(=O)C1=C(C)NC(=O)C(C(N)=O)C12CCCC2 (stereo not drawn)	-6.0	1.0	0.2	-3.0	-7.0	-10.0	1.7	-7.0	99.6	101.6	102.0
C=CCn1c(N)c(C(=O)OCCC)c2nc3ccccc3nc21	-3.0	1.0	0.4	2.0	1.0	-10.0	1.3	-6.0	118.4	116.4	114.1

Bioassay records (PubChem BioAssay)
